# Screens (PubChem BioAssay)
# GPR151 activ: activates the human receptor GPR151. PathHunter beta-arrestin GPR151 cells, luminescence. activation, % at 11.2 µM. actives 1% (n = 650,000). AID 1508602; in the data active = activation above about 4.9%;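 note: 0% = median of compound wells and 100% = cells with positive control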
# Target sequence (Q8TDV0 whole entry, looked up): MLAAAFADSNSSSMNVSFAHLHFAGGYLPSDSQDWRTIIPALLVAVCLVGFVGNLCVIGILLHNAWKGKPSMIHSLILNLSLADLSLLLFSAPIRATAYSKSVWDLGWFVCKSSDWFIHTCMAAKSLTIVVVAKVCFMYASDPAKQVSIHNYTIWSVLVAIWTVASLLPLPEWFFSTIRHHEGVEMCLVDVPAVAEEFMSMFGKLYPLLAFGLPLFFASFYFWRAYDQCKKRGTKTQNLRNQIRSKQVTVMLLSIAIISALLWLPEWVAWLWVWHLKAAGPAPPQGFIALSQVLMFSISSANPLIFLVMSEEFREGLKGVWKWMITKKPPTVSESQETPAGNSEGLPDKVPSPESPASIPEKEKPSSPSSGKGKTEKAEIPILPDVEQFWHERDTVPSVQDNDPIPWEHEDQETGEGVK
# TEAD-YAP inh: TEAD-YAP interaction inhibition. HEK-TIYL cells, TEAD-Gal4/YAP UAS-luciferase luminescence. inhibition, % at 9.12 µM. actives 1.4% (n = 640,000); in the data active = inhibition above about 32%;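 note: 0% = median of test compound wells and 100% = reference inhibitor wells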
# MITF inh: human MITF inhibition, primary screen; inhibition, % at 2.6 µM; actives 0.91% (n = 650,000); AID 1259374; O75030; AlphaScreen MITF homodimerization, bead proximity signal; in the data active = inhibition above about 50%;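 note: 0% = vehicle wells with protein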
# Target sequence (O75030 whole entry, looked up): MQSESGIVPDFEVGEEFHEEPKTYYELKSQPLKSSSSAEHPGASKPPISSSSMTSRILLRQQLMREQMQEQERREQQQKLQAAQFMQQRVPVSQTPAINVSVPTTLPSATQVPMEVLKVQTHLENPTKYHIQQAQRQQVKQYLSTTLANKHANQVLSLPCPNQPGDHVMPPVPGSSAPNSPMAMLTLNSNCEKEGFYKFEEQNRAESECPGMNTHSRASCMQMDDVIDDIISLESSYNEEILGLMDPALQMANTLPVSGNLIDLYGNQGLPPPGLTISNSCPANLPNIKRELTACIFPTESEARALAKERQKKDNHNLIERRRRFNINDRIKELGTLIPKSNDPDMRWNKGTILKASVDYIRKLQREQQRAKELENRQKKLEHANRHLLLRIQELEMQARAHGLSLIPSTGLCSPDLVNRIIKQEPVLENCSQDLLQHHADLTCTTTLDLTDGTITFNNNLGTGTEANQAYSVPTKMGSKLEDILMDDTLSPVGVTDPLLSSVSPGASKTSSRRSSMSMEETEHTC
# FBW7 act: activators of human E3 ligase FBW7; Q969H0; AlphaScreen FBW7–phospho-cyclin E peptide binding, activator screen; normalized activity (activation), % at 26.1 µM; actives 0.13% (n = 650,000); AID 1259310; in the data active = normalized activity above about 1.9%;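 note: purified mutant Fbw7 with reduced substrate affinity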
# Starred values were filed as active, the others as inactive.
# Labels used below – A = GPR151 activ; B = TEAD-YAP inh; C = MITF inh; D = FBW7 act
Cc1ccc(Br)cc1NCN1C(=O)c2ccc([N+](=O)[O-])cc2C1=O
  A = 0.4 | B = 4 | C = -9 | D = 0.1
CCN1C(=O)CC(N2CCC(Cc3ccccc3)CC2)C1=O (stereo not drawn)
  A = 1.9 | B = -17 | C = 9 | D = 0.4
c1coc(CNc2ccc3c(c2)ncn3C2CCCCC2)c1
  A = 0.3 | B = -54 | C = 16 | D = 0.0
Cc1ccc(Nc2nc(-c3ccc(C4CCCCC4)cc3)cs2)cc1
  A = -1.6 | B = 10 | C = 5 | D = 0.6
C=CCn1c(SCc2ccc(C(=O)NCCO)cc2)nc2sc(C)c(C)c2c1=O
  A = -1.3 | B = 4 | C = 13 | D = 0.1
CCN(CCNC(=O)Cn1cc2c(n1)CCCC2)c1ccccc1
  A = 2.7 | B = 9 | C = 15 | D = 0.3
Cn1c(=O)c2c(nc(NCCNC(=O)c3cccs3)n2Cc2ccccc2)n(C)c1=O
  A = -0.2 | B = 26 | C = 0 | D = 0.0
O=C(Nc1ccc(S(=O)(=O)N2CCCC2)cc1)c1c(F)cccc1F
  A = 0.7 | B = -2 | C = -15 | D = -0.3
COc1ccc(OC)c(C2C(C(=O)OCCOc3ccccc3)=C(C)NC3=C2C(=O)CC(C)(C)C3)c1 (stereo not drawn)
  A = -0.6 | B = -11 | C = -16 | D = 0.5
COc1ccc(-c2noc(C3CCCN(C(=O)c4ccccc4OC)C3)n2)cc1OC (stereo not drawn)
  A = -0.2 | B = -5 | C = -38 | D = -0.1

# Labels used below – A = GPR151 activ; B = TEAD-YAP inh; C = MITF inh; D = FBW7 act
COCCn1c(=N)c(C(=O)NC2CCCC2)cc2c(=O)n3cccc(C)c3nc21
  A = 2.1 | B = -2 | C = -14 | D = 0.0
Cc1ccc(OC(C)C(=O)Nc2ccc(C#N)cc2)cc1 (stereo not drawn)
  A = 1.2 | B = -7 | C = -14 | D = -0.2
N#Cc1ccc(NC(=O)C2Cc3ccccc3CN2S(=O)(=O)c2ccc(F)cc2)cc1 (stereo not drawn)
  A = 2.4 | B = -22 | C = -4 | D = -0.1
COc1ccc(-n2nc3c(c2NC(=O)C(C)C)CSC3)cc1
  A = 1.9 | B = -3 | C = 8 | D = 0.0
O=C(Nc1cccc(N2C(=O)C3CCCCC3C2=O)c1)c1ccccc1 (stereo not drawn)
  A = -1.0 | B = 8 | C = 14 | D = -0.1
CN(C)S(=O)(=O)c1ccc(C(=O)Nc2nnc(-c3ccccc3Cl)s2)cc1
  A = 2.1 | B = 0 | C = 1 | D = 0.0
COc1ccccc1OCC(=O)Nc1ccc(Br)cc1C(=O)O
  A = -1.0 | B = 3 | C = 0 | D = 0.1
CN(C(=O)c1ccccc1C(=O)O)C1CC(C)(C)NC(C)(C)C1
  A = -1.0 | B = -4 | C = 39 | D = 0.1
CC(C)(C)C(=O)N1CCC(O)(CS(=O)(=O)Cc2ccccc2Cl)CC1
  A = 1.7 | B = 9 | C = -9 | D = 0.2
COc1cc(C2c3c(oc4ccccc4c3=O)C(=O)N2c2nc(C)c(C)s2)ccc1O (stereo not drawn)
  A = 0.6 | B = -15 | C = -6 | D = -0.1

# Labels used below – A = GPR151 activ; B = TEAD-YAP inh; C = MITF inh; D = FBW7 act
Nc1ccc(NC(=O)c2ccncc2)cc1
  A = 1.0 | B = 1 | C = 10 | D = -0.1
O=C(NCc1ccncc1)c1cc(F)c(F)cc1Cl
  A = -1.3 | B = 10 | C = 8 | D = 0.1
CCC(NS(=O)(=O)c1ccc(S(=O)(=O)N2CCOCC2)cc1)C12CC3CC(CC(C3)C1)C2 (stereo not drawn)
  A = 0.3 | B = 0 | C = -2 | D = -0.2
Cc1c(C=O)c(Cl)n(C)c(=O)c1C#N
  A = 0.2 | B = -2 | C = 15 | D = -0.3
COc1cccc(CNn2c(-c3cccs3)nc3ccccc3c2=O)c1OC
  A = -1.5 | B = -10 | C = 19 | D = 0.0
COc1ccc(-c2nc(Nc3ccccc3)c3[nH]cnc3n2)cn1
  A = -0.2 | B = 14 | C = 1 | D = 0.6
CCOC1(O)C(=O)c2ccccc2C(=O)C1(O)OCC (stereo not drawn)
  A = -0.6 | B = 4 | C = -3 | D = -0.6
COCCNC(=O)/C(C#N)=C/c1cn(Cc2ccc(Cl)cc2)c2ccccc12
  A = 0.0 | B = 2 | C = 12 | D = 0.0
O=S(=O)(c1ccccc1)N1CCN(S(=O)(=O)c2ccccc2)CC1
  A = 0.6 | B = -5 | C = -7 | D = -0.1
CCOc1ccc(CN2CCN(CC3CC3)CC2CCO)cc1 (stereo not drawn)
  A = -1.1 | B = 2 | C = 4 | D = 0.1

smiles	GPR151 activ	TEAD-YAP inh	MITF inh	FBW7 act
CC(Oc1cccc(Cl)c1)C(=O)Nc1cccc(C#N)c1 (stereo not drawn)	-0.5	-2	-3	-0.1
Nn1ncn2c(SCC(=O)Nc3nncs3)nnc12	-1.5	-3	-13	-0.1
CCC(=O)N1CCN(c2ccc([N+](=O)[O-])cc2F)CC1C (stereo not drawn)	0.4	8	-15	-0.2
CCOc1ccccc1/C=C1\SC(N2CCN(C(C)=O)CC2)=NC1=O	2.2	8	-5	-0.1
CCC(C)NC(=O)/C(=C/c1ccco1)c1ccccc1 (stereo not drawn)	2.6	-1	2	-0.2
O=C(Nc1cc([N+](=O)[O-])ccc1C(=O)Nc1ccncc1)c1ccccc1	0.9	11	-3	-0.1
COc1ccc(NC(=O)CC2CC3CCC2C3)cc1 (stereo not drawn)	1.9	-58	3	-0.1
COc1cccc(OC)c1OCC(O)CN1CCN(Cc2ccc3c(c2)OCO3)CC1 (stereo not drawn)	0.9	1	1	0.6
O=C(Nc1cccc(-c2cn3ccccc3n2)c1)c1cc2cc(Br)cc(Br)c2oc1=O	1.4	-10	6	0.2
CCOC(=O)c1cc2c(=O)n3ccccc3nc2n(CCCOC)c1=NC(=O)c1ccc(F)c(F)c1	0.4	-5	7	-0.1
COC(=O)c1c(NC(=O)/C=C/C(=O)O)sc2c1CCCCC2	1.4	30	2	-0.2
CC1CCc2c(sc(NC(=O)c3ccccc3)c2C(N)=O)C1 (stereo not drawn)	2.0	-70	24	0.3
COc1ccc(-n2nc(C(=O)O)c3ccccc3c2=O)cc1OC	-0.2	-7	-7	0.0
C[C@H](Nc1ccc(C(F)(F)F)cc1[N+](=O)[O-])C(=O)N=c1sccn1C	0.4	4	6	0.0
CC(C)Cc1ccc(C(C)C(=O)Nc2ccccc2)cc1 (stereo not drawn)	1.8	6	4	0.2
Cc1ccc(NC(=O)c2ccc3c(=O)n(-c4ccc(F)cc4)c(=S)[nH]c3c2)cc1Cl	2.6	-13	13	0.0
O=C1CCCN1CCC1CCN(C2CC(=O)N(c3ccc(Cl)cc3)C2=O)CC1 (stereo not drawn)	-0.1	-3	11	0.0
Cc1cccc(-n2cc(-c3ccccc3)c3c(NC4CCCCC4)ncnc32)c1	-0.7	6	10	0.0
Cc1ccc(/C(=N\O)c2oc3ccc4c(C)cc(=O)oc4c3c2C)cc1	-0.2	-16	-3	0.0
Cc1ccc2nc(-c3ccc(NC(=O)COc4ccc(Cl)cc4)cc3)sc2c1	0.3	20	-10	0.1
CNc1nc(NN)nc(Nc2ccccc2)n1	0.2	-21	16	-1.8
O=C(NC1CCSC1=O)c1cccc(C(=O)NC2CCSC2=O)c1 (stereo not drawn)	5.3*	-3	-28	-0.3
CN(C)S(=O)(=O)c1ccc(COc2ccccc2C(=O)NCc2ccccc2Cl)o1	0.8	18	3	0.1
CC(=O)c1cccc(NC(=O)CSc2nnc(-c3ccoc3C)n2Cc2ccccc2)c1	0.0	9	5	-0.2
CC(C)(C)c1ccc(O)c(N)c1	1.2	4	-5	0.1
CCCN(C(=O)CCc1nc(-c2ccc(OC)cc2)no1)c1ccccc1F	0.7	17	-10	0.1
COP(=O)(OC)C(Nc1ccc(C)cc1)c1ccc([N+](=O)[O-])cc1 (stereo not drawn)	0.0	3	5	0.0
Cc1ccc(N2C(=O)C3ON(c4ccc(Cl)cc4)C(c4cccs4)C3C2=O)cc1 (stereo not drawn)	-0.2	-6	-9	0.1
COc1ccc(/C=c2\sc3nnc(-c4ccccc4)n3c2=O)c(OC)c1	0.9	2	-4	0.0
Cc1ccc(C(=O)CC(=O)c2ccc(Cl)cc2)c(O)c1	-0.1	-19	9	-0.1

# Some of these compounds in order of SMILES length, smallest number first.
smiles	GPR151 activ	TEAD-YAP inh	MITF inh	FBW7 act
Cc1ccc(C(=O)CC(=O)c2ccc(Cl)cc2)c(O)c1	-0.1	-19	9	-0.1
O=C1CCCN1CCC1CCN(C2CC(=O)N(c3ccc(Cl)cc3)C2=O)CC1 (stereo not drawn)	-0.1	-3	11	0.0
CC(=O)c1cccc(NC(=O)CSc2nnc(-c3ccoc3C)n2Cc2ccccc2)c1	0.0	9	5	-0.2

# (continued)
smiles	GPR151 activ	TEAD-YAP inh	MITF inh	FBW7 act
COc1ccc(OC)c(NC(=O)c2c(NCc3cccc(F)c3)sc3c2CCCC3)c1	-0.7	19	5	-0.2
CC(C)c1nccn1CCC(=O)N1CCCCC1c1nc2ccccc2[nH]1 (stereo not drawn)	-0.9	-5	-4	-0.3
Cc1ccc(C(=O)n2ncn(C)c2=S)cc1	-0.6	14	0	0.0
Cc1ccc(C)c(OCC(=O)Nc2nc(-c3ccccc3)cs2)c1C	-1.2	2	15	0.4
O=C(/C=C/c1ccccc1)Nc1cc2ccccc2oc1=O	0.7	-12	-4	-0.1
CCCOC1CCCN(C(=O)c2cc(COc3ccccc3OC)on2)C1 (stereo not drawn)	0.7	-28	8	0.1
Cc1cc(C)n(C(=O)Cn2cc([N+](=O)[O-])cn2)n1	-0.1	-12	-3	0.3
O=C(c1nn2c(C(F)(F)F)cc(-c3cccs3)nc2c1Cl)N(Cc1ccccc1)c1ccccc1	-0.4	5	-3	0.0
COc1ccc(-c2cn3nc(N4CCCC(C(=O)N5CCN(C)CC5)C4)sc3n2)cc1 (stereo not drawn)	1.6	9	2	-0.2
Cc1ccc(S(N)(=O)=O)cc1NC(=O)CCCOc1ccc(Cl)cc1Cl	0.9	-5	-16	-0.1
Nc1nonc1-c1nc2ccccc2n1CC(=O)Nc1ccc2c(c1)OCCO2	-0.7	0	8	0.4
O=C(Cc1c[nH]c2ccccc12)N/N=C/c1ccc(Cl)cc1	0.8	-11	-2	0.1
Cc1ccc(C)n1-c1ccc(C(=O)NCC(=O)O)cc1	0.1	15	66*	-0.2
COc1ccc2c(c1)C(C)CC(C)(C)N2C(=O)CSc1nc2ccccc2[nH]1 (stereo not drawn)	-0.7	-1	10	0.0
COc1ccc(/C=C(\C#N)c2nc3ccccc3[nH]2)cc1O	4.9*	-62	2	-0.1
COC(C(=O)NNC(=S)NC(=O)c1cc2ccccc2oc1=O)c1ccccc1 (stereo not drawn)	0.5	7	3	0.0
NC(=O)CSc1cn(Cc2cccc(F)c2)c2ccccc12	-1.2	19	1	-0.1
COc1ccccc1NC(=O)Nc1cn(C)c(=O)c2ccccc12	0.5	0	-4	-0.1
CC1CCN(C(=O)CCS(=O)(=O)c2ccc(Br)cc2)CC1	-1.8	-4	9	0.0

# Exported with values under each structure: entries from further up
# Results follow in this order: GPR151 activ | TEAD-YAP inh | MITF inh | FBW7 act
COc1ccc(OC)c(NC(=O)c2c(NCc3cccc(F)c3)sc3c2CCCC3)c1
 : -0.7 | 19 | 5 | -0.2
CC(C)c1nccn1CCC(=O)N1CCCCC1c1nc2ccccc2[nH]1 (stereo not drawn)
 : -0.9 | -5 | -4 | -0.3
Cc1ccc(C(=O)n2ncn(C)c2=S)cc1
 : -0.6 | 14 | 0 | 0.0
Cc1ccc(C)c(OCC(=O)Nc2nc(-c3ccccc3)cs2)c1C
 : -1.2 | 2 | 15 | 0.4
O=C(/C=C/c1ccccc1)Nc1cc2ccccc2oc1=O
 : 0.7 | -12 | -4 | -0.1
CCCOC1CCCN(C(=O)c2cc(COc3ccccc3OC)on2)C1 (stereo not drawn)
 : 0.7 | -28 | 8 | 0.1
Cc1cc(C)n(C(=O)Cn2cc([N+](=O)[O-])cn2)n1
 : -0.1 | -12 | -3 | 0.3
O=C(c1nn2c(C(F)(F)F)cc(-c3cccs3)nc2c1Cl)N(Cc1ccccc1)c1ccccc1
 : -0.4 | 5 | -3 | 0.0
COc1ccc(-c2cn3nc(N4CCCC(C(=O)N5CCN(C)CC5)C4)sc3n2)cc1 (stereo not drawn)
 : 1.6 | 9 | 2 | -0.2
Cc1ccc(S(N)(=O)=O)cc1NC(=O)CCCOc1ccc(Cl)cc1Cl
 : 0.9 | -5 | -16 | -0.1
Nc1nonc1-c1nc2ccccc2n1CC(=O)Nc1ccc2c(c1)OCCO2
 : -0.7 | 0 | 8 | 0.4
O=C(Cc1c[nH]c2ccccc12)N/N=C/c1ccc(Cl)cc1
 : 0.8 | -11 | -2 | 0.1
Cc1ccc(C)n1-c1ccc(C(=O)NCC(=O)O)cc1
 : 0.1 | 15 | 66* | -0.2
COc1ccc2c(c1)C(C)CC(C)(C)N2C(=O)CSc1nc2ccccc2[nH]1 (stereo not drawn)
 : -0.7 | -1 | 10 | 0.0
COc1ccc(/C=C(\C#N)c2nc3ccccc3[nH]2)cc1O
 : 4.9* | -62 | 2 | -0.1
COC(C(=O)NNC(=S)NC(=O)c1cc2ccccc2oc1=O)c1ccccc1 (stereo not drawn)
 : 0.5 | 7 | 3 | 0.0
